# Screening results (PubChem)
# core dimer inh = inhibitors of HCV core protein dimerization, primary screen, biochemical, TR-FRET, high-throughput. 0.33% of 300,000 active. inhibition, % at 5 µM. TR-FRET GST/Flag-core106 dimerization, 1536-well;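 active means inhibition above the mean of all tested compounds plus 3 SD, set per screening campaign, cut at about 45% in these data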
#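 Test system: GST/Flag-tagged HCV core106 proteins; Medium: KF-containing HEPES buffer, pH 7.45, DTT, CHAPS, BSA; Times: compound-protein-antibody incubation 4 h at 22.5 °C; Detection: TR-FRET 671 and 617 nm emission; Benchmarks: wells lacking GST-core106 and wells with excess unlabelled core106.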
# PP5 primary = PP5 phosphatase inhibitors, primary screen, biochemical, fluorescence; purified PP5c, OMFP substrate fluorescence; inhibition, % at 6.7 µM; 0.18% of 320,000 active; AID 1987, 2009;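 active means inhibition above the campaign's mean inhibition across all tested compounds plus 3 SD, cut at about 9.5% in these data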;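 further: 0% = DMSO only and 100% = 100 µM cantharidin control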
# PREPL inh = PREPL enzyme inhibitors, primary screen, biochemical, fluorescence polarization; Prolyl endopeptidase-like (Homo sapiens), Q4J6C6; recombinant PREPL, fluorescence polarization activity-based probe; inhibition, % at 5.96 µM; 0.68% of 320,000 active; AID 2751, 2010; in the data active means inhibition above about 43%;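 further: 0% = enzyme with DMSO and 100% = wells lacking enzyme; many of its hits are not listed in these tables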
# Target sequence (Q4J6C6 whole entry, looked up): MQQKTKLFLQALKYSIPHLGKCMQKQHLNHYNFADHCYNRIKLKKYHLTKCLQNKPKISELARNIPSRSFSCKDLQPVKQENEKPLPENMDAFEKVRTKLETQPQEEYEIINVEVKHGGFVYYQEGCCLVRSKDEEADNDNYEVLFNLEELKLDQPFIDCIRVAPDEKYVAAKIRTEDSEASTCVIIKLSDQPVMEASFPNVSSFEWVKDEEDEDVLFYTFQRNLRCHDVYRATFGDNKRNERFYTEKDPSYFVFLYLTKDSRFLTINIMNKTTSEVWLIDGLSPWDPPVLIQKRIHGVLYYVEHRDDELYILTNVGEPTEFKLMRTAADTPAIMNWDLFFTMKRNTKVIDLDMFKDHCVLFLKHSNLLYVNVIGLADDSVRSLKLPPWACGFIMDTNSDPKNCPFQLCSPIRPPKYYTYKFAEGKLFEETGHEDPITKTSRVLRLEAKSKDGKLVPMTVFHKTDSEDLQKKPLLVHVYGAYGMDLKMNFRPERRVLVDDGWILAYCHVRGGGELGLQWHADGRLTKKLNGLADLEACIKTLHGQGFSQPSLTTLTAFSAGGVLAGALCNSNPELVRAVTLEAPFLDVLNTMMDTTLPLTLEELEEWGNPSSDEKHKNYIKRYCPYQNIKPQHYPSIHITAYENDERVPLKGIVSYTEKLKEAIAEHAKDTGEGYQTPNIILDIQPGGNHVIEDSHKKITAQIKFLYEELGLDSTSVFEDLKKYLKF
# Fh CTSL1 inh = Fasciola hepatica cathepsin L1 inhibitors, primary screen, counter-screen for PFM18AAP inhibitor project, biochemical, QFRET, fluorogenic peptide substrate. recombinant F. hepatica cathepsin L1, Z-Leu-Arg-MCA fluorescence. inhibition, % at 5.96 µM. 0.49% of 300,000 active. AID 1906, 2009;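 active means inhibition above the mean of all tested compounds plus 3 SD, set per screening campaign, cut at about 17% in these data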;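 further: 0% = plate median of test compound wells and 100% = 1 µM Z-Phe-Ala-diazomethylketone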
# PP1 inh = PP1-alpha phosphatase inhibitors, primary screen, counter-screen for PP5 inhibitor project, biochemical, fluorescence, OMFP substrate, single point. inhibition, % at 6.7 µM. purified PP1alpha. 0.9% of 320,000 active. Serine/threonine-protein phosphatase PP1-alpha catalytic subunit (Homo sapiens), P62136. AID 2235, 2010;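 active means inhibition above the mean inhibition of all tested compounds plus 3 SD, computed separately for each screening campaign, cut at about 15% in these data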
# Target sequence (P62136 whole entry, looked up): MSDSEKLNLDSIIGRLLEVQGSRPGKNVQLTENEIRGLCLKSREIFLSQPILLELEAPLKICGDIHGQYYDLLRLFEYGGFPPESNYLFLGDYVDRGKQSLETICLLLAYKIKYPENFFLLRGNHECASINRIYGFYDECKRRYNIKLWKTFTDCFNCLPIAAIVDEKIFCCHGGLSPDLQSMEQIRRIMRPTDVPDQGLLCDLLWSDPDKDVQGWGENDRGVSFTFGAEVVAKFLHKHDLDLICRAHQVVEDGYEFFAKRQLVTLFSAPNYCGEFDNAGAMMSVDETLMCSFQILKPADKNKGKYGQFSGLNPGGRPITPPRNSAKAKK
# TPT1 inhibitor = Candida albicans TPT1 enzyme inhibitors, primary screen, biochemical, fluorescence polarization; 0.81% of 300,000 active; inhibition, % at 5 µM; AID 1962, 2009; recombinant caTPT1, FP RNA substrate dephosphorylation;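 active means inhibition above the mean of all tested compounds plus 3 SD, set per screening campaign, cut at about 24% in these data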;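 further: plate controls were DMSO alone for no effect and ferristatin control at 100 nM for full effect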
# JMJD2C inh = inhibitors of GASC-1 histone demethylase, primary screen, biochemical, fluorescence, DELFIA europium | Lysine-specific demethylase 4C (Homo sapiens), Q9H3R0 | GST-JMJD2C(1-420) H3K9me3 demethylation | inhibition, % at 2.35 µM | 0.069% of 330,000 active | AID 2099, 2009;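 active means more than half of a compound's replicate wells show inhibition beyond 50%, single wells judged on their own value; inconclusive means some, but no more than half, of replicates pass 50% inhibition; inactive means no replicate passes 50% inhibition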;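 further: signal counts dimethyl H3K9 product captured on neutravidin plate; 0% = median of DMSO wells and 100% = 0.3 times that DMSO median; strong numbers were not always called active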
# Efflux pump mplx = inhibitors of Candida efflux pumps in yeast, primary screen, S. cerevisiae, Nile Red, multiplex; inhibition, % at 10 µM; S. cerevisiae Candida pump triplex; 0.44% of 330,000 active;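 active means plate passing quality check with inhibition over a set limit, or well fluorescence over plate mean plus 4 SD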;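 further: Nile Red retained in pooled yeast measured as flow cytometry median fluorescence; 0% = buffer negative control and 100% = Enniatin B positive control; higher means more Nile Red kept so more efflux inhibition; some compounds called inactive have numbers as strong as hits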
# LYPLA2 inh = LYPLA2 inhibitors, primary screen, counter-screen for PME1 inhibitor project, biochemical, fluorescence polarization, FP-Rh probe ABPP | recombinant LYPLA2 | inhibition, % at 5.9 µM | 0.38% of 320,000 active | AID 2177, 2009;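 active means inhibition above the screen-wide mean plus 3 SD, limit set per campaign, cut at about 26% in these data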;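 further: 0% = LYPLA2 with DMSO and 100% = wells lacking LYPLA2 enzyme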
# * hit, by the source's call; ? = inconclusive; · = not tested or not shown. Only part of the results is shown, so the mix of outcomes need not match the whole.
nr	canonical_smiles	core dimer inh	PP5 primary	PREPL inh	Fh CTSL1 inh	PP1 inh	TPT1 inhibitor	JMJD2C inh	Efflux pump mplx	LYPLA2 inh
1	CC(=O)Nc1ccc(S(=O)(=O)NCc2nc(-c3cccc(C)c3)no2)cc1	-4	2.5	5	-2	-1	41*	-20	0.2	-5
2	C/C(=N\NC(=O)CSc1nc(C)[nH]c1[N+](=O)[O-])c1ccc(F)cc1	0	2.3	0	-3	-3	-5	-3	0.0	2
3	CCOc1ccc(NC(=O)CCNC(=O)Cn2cnc3ccccc3c2=O)cc1	-8	2.1	-10	-2	-3	1	-4	0.1	-4
4	Cc1nc(SCc2ccccc2)c2ccsc2n1	-2	0.3	1	3	-5	1	6	0.1	6
5	O=C(NNC(=O)C1C2CCC(C2)C1C(=O)O)c1ccc(Cl)cc1 (stereo not given)	0	0.7	0	0	3	-6	0	-0.1	-2
6	Cc1cc(-c2ccc(/C=N/n3cnnc3)o2)c([N+](=O)[O-])cc1C	17	1.2	10	3	-2	1	12	-0.4	1
7	CN(C)CCCN(C(=O)c1ccc(S(=O)(=O)N2CCCCCC2)cc1)c1nc2ccc(F)cc2s1	-17	5.1	15	0	2	-2	-17	0.1	7
8	O=C(OCC(=O)c1ccc[nH]1)c1ccc(S(=O)(=O)N2CCCCCC2)cc1	26	0.2	-2	0	1	4	12	-0.1	-5
9	COc1ccc(CN2CCC(C(=O)Nc3ccc(Oc4ccccc4)nc3)CC2)cc1F	7	1.9	-17	-1	-2	-2	7	-0.3	6
10	CC(C)(C)NC(=O)CN(Cc1ccc2c(c1)OCO2)C(=O)CNS(=O)(=O)c1ccccc1	-2	-0.1	8	-1	-1	-5	-6	0.4	-3
11	O=C(COC(=O)COc1cccc(C(F)(F)F)c1)NC1CCS(=O)(=O)C1 (stereo not given)	-2	1.4	-7	-9	-1	-2	-5	-0.4	1
12	C=CCNc1nc(Nc2ccc(-c3nc4ccccc4o3)cc2)nc(N2CCOCC2)n1	-6	3.7	1	4	-1	-2	0	0.0	-33
13	CCN(CC)CCCN1C(=O)c2oc3ccccc3c(=O)c2C1c1cc(OC)ccc1OC (stereo not given)	1	-3.1	-13	0	2	1	-1	0.0	-2
14	O=C(Cc1cccc(C(F)(F)F)c1)NCC(c1ccco1)N1CCCCC1 (stereo not given)	1	2.4	1	1	-2	0	6	0.0	4
15	CCCCCOCC1CC(C/C(C)=N/Nc2nc(-c3ccccc3)cs2)C(=O)O1 (stereo not given)	8	3.8	-2	-3	-2	4	3	-0.1	-3
16	COC(=O)c1ccc(COc2ccccc2/C=C(\C#N)C(=O)Nc2ccc(C)cc2C)cc1	11	0.3	4	0	0	2	-4	0.0	5
17	COc1ccc(CCNS(=O)(=O)c2cn(C)nc2C)cc1	1	1.3	15	-6	2	0	10	0.0	-4
18	O=C(C1CCCCC1)N(Cc1nc2sc3c(c2c(=O)[nH]1)CCCC3)Cc1cccs1	24	6.2	5	1	14	2	-11	0.1	-7
19	COc1ccc(N2C(=O)CC(Nc3ccc(C)cc3)C2=O)cc1 (stereo not given)	1	-0.1	4	-5	-6	5	-10	0.0	-2
20	CCn1cc(C(=O)NCCCN2CCC(C)CC2)c(=O)c2cc(S(=O)(=O)N(C)C3CCCCC3)ccc21	-10	1.5	19	2	3	4	-14	0.3	2
21	COC(C(=O)Nc1ccc(F)c(F)c1)c1ccccc1 (stereo not given)	-2	2.2	0	-1	-2	1	10	0.1	1
22	COc1cc(C2NC(=O)NC(C)=C2C(=O)OC2CCCCC2)cc(Br)c1O (stereo not given)	6	2.9	12	-1	-2	0	7	-0.1	3
23	Cc1cc([N+](=O)[O-])nn1CC(=O)N1CCOCC1	-3	-2.4	8	1	-5	0	-11	0.1	5
24	O=C1NC(c2cccc(Cl)c2)Nc2ccccc21 (stereo not given)	1	0.1	0	-1	1	-2	8	0.0	1
25	Cc1cc(C)c(S(=O)(=O)Cc2ccccc2)c(=O)[nH]1	1	0.6	-4	-8	-1	-8	-8	-0.3	5
26	O=C(CSc1nc2ccccc2s1)NCCOc1ccccc1	-6	-1.1	-17	-2	-2	-1	-1	0.0	4
27	O=C(N/C=C/c1ccccc1)c1ccccc1	17	0.4	6	4	0	-2	-5	0.3	-4
28	O=C(Nc1ccccn1)c1ccc(S(=O)(=O)N2CCCCC2)cc1	2	1.8	-7	-1	-4	0	-2	-0.4	-2
29	COC(=O)Cc1sc(-c2ccccn2)nc1-c1ccccc1	-6	-1.6	3	3	-5	-2	8	-0.1	-5
30	O=C(NCCc1ccc2c(c1)OCCO2)c1ccc(F)cc1	-9	1.4	0	-2	0	2	6	-1.0	4

# Results in PREPL inh, for some of the entries so far:
entry | mol | PREPL inh
23 | Cc1cc([N+](=O)[O-])nn1CC(=O)N1CCOCC1 | 8
16 | COC(=O)c1ccc(COc2ccccc2/C=C(\C#N)C(=O)Nc2ccc(C)cc2C)cc1 | 4
24 | O=C1NC(c2cccc(Cl)c2)Nc2ccccc21 (stereo not given) | 0

# Some of these compounds in order of molar mass, lowest first:
nr	canonical_smiles	core dimer inh	PP5 primary	PREPL inh	Fh CTSL1 inh	PP1 inh	TPT1 inhibitor	JMJD2C inh	Efflux pump mplx	LYPLA2 inh
25	Cc1cc(C)c(S(=O)(=O)Cc2ccccc2)c(=O)[nH]1	1	0.6	-4	-8	-1	-8	-8	-0.3	5
22	COc1cc(C2NC(=O)NC(C)=C2C(=O)OC2CCCCC2)cc(Br)c1O (stereo not given)	6	2.9	12	-1	-2	0	7	-0.1	3
18	O=C(C1CCCCC1)N(Cc1nc2sc3c(c2c(=O)[nH]1)CCCC3)Cc1cccs1	24	6.2	5	1	14	2	-11	0.1	-7

# Going on with the list:
nr	canonical_smiles	core dimer inh	PP5 primary	PREPL inh	Fh CTSL1 inh	PP1 inh	TPT1 inhibitor	JMJD2C inh	Efflux pump mplx	LYPLA2 inh
31	O=C(Nc1ccc2c(c1)C(=O)N(c1ccccc1)C2=O)c1cccs1	1	2.7	17	0	3	0	-13	0.0	-2
32	CSc1ccc(S(=O)(=O)Nc2ccccc2C(=O)N2CCOCC2)cc1	9	-2.5	7	1	2	-1	14	0.0	-1
33	CS(=O)(=O)N1CCN(c2ccc(NC(=S)NC(=O)c3ccccc3[N+](=O)[O-])cc2)CC1	2	0.5	10	1	-1	-8	-11	0.0	2
34	O=C(NCCc1nc2ccccc2[nH]1)/C(=C/c1ccco1)NC(=O)c1ccco1	-2	0.1	-2	0	-2	1	7	0.0	-2
35	O=C(Nc1ccc(Cl)cc1)C1CCN(C(=O)c2cccs2)CC1	9	1.0	1	6	1	3	-11	-0.1	3
36	COc1ccccc1/C=N/NC(=O)C(=O)Nc1ccccc1OC(F)(F)C(F)F	-2	4.2	-1	-2	3	-5	5	-0.1	0
37	COc1ccc(NC(=O)CCc2c(C)nn(-c3ccc(N4CCOCC4)nn3)c2C)cc1	-4	-0.7	6	-4	-1	2	6	-0.2	-10
38	Cn1c2ccccc2c(=O)c2ccc(F)cc21	-7	4.4	25	0	1	0	3	-0.1	-1
39	CC1(C)COC(c2ccc(F)c([N+](=O)[O-])c2)=N1	4	1.4	-17	3	-5	0	16	-0.1	8
40	CCN(c1ccccc1)S(=O)(=O)c1cccc(C(=O)NCC(c2ccco2)N2CCCC2)c1 (stereo not given)	2	2.1	-6	-6	2	2	1	0.0	3
41	CS(=O)(=O)N1CC(C(=O)NN)Oc2ccc(Cl)cc21 (stereo not given)	6	6.0	2	-2	0	-9	-10	0.1	-6
42	Cc1ccc(C(=O)O/N=C(\N)Cc2cccs2)cc1[N+](=O)[O-]	1	0.3	5	-2	-2	1	?	0.0	4
43	CCn1c2ccccc2c2cc(NC(=O)CSc3nnc(C4CC4)n3Cc3ccco3)ccc21	37	4.5	27	7	8	2	-8	0.3	-8
44	CC1=CC2=NC(=O)/C(=C/c3cccs3)C(=N)N2O1	-5	3.8	15	-3	-4	-1	4	-0.1	2
45	O=C(c1ccccc1NS(=O)(=O)c1cccc(C(F)(F)F)c1)N1CCc2ccccc21	15	0.4	-28	-1	-1	-4	1	0.0	-7

# One compound at a time (already shown). Order of screens: core dimer inh	PP5 primary	PREPL inh	Fh CTSL1 inh	PP1 inh	TPT1 inhibitor	JMJD2C inh	Efflux pump mplx	LYPLA2 inh
# COC(=O)Cc1sc(-c2ccccn2)nc1-c1ccccc1 across the screens: -6	-1.6	3	3	-5	-2	8	-0.1	-5
# O=C(Nc1ccc(Cl)cc1)C1CCN(C(=O)c2cccs2)CC1 across the screens: 9	1.0	1	6	1	3	-11	-0.1	3

# Going on with the list:
nr	canonical_smiles	core dimer inh	PP5 primary	PREPL inh	Fh CTSL1 inh	PP1 inh	TPT1 inhibitor	JMJD2C inh	Efflux pump mplx	LYPLA2 inh
46	CC1(c2nnc(-c3ccc(Cl)cc3)o2)CC(c2ccc(Cl)cc2)=NO1 (stereo not given)	5	2.9	-31	1	3	3	-2	0.1	-5
47	CCC(=O)n1nc(-c2ccc(OC)cc2)nc1SC	-7	-0.2	1	2	-6	4	7	0.0	1
48	O=C(COC(=O)CN1C(=O)C2CCCCC2C1=O)Nc1ccc(S(=O)(=O)N2CCOCC2)cc1 (stereo not given)	-1	0.5	4	-2	-3	5	-8	0.3	0
49	Nc1cc(C(F)(F)F)ccc1NCCc1ccccn1	-15	4.2	7	0	3	-1	-22	2.5	0
50	Cc1cc2ccccc2c(=O)n1CC(=O)NCC(=O)N(C)Cc1ccccc1	3	0.5	-17	-4	-5	-2	10	0.0	-1
51	CCNc1nc(CN2CCOCC2)nc2sc3c(c12)CCC3	-6	1.5	7	4	1	0	9	0.0	5
52	COc1ccc(/C=N/Nc2cc(C)nc(N)n2)cc1	-5	2.9	1	4	-1	0	-5	-0.1	4
53	C1=C2C[N+]3(CCCC3)CC2Cc2ccc3ccccc3c21 (stereo not given)	1	-1.1	42	2	-4	-4	-2	0.0	-5
54	COc1ccc(C(CNC(=O)C2CC(=O)N(Cc3ccccc3)C2)N2CCOCC2)cc1 (stereo not given)	·	-1.4	0	·	-6	·	0	0.0	2
55	O=c1[nH]c(Cc2cccc(C(F)(F)F)c2)nc2ccccc12	3	0.9	0	1	0	-2	-21	-0.2	2
56	Cc1ccc(C)c(S(=O)(=O)N/N=C/c2ccc(N3CCOCC3)cc2)c1	7	1.1	3	1	1	4	8	-0.1	4
57	O=C(NNC(=O)C1CC(c2cccnc2)=NO1)Nc1cccc(F)c1 (stereo not given)	10	1.5	-5	-4	1	-2	-6	0.0	0
58	COc1cccc(C(=O)NC2CC(C)(C)Cc3c2cnn3-c2cccc(F)c2)c1OC (stereo not given)	3	4.6	1	1	2	6	7	-0.1	3
